Source: PubChem BioAssay (several laboratories)
CHRM5 PAM: human M5 muscarinic receptor positive allosteric modulators, primary screen, CHO-K1 cells, Fluo-8 calcium fluorescence; activation, % at 3 µM; hit rate 0.3% among 360,000; Muscarinic acetylcholine receptor M5 (Homo sapiens), P08912; CHO-K1 hM5, ACh EC20 PAM; 0% = ACh EC20, 100% = ACh EC100;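 active = activation above the run cutoff, the mean activation of all test compounds plus 3 SD, cut at about 18% in these data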
Target sequence (P08912 whole entry, looked up): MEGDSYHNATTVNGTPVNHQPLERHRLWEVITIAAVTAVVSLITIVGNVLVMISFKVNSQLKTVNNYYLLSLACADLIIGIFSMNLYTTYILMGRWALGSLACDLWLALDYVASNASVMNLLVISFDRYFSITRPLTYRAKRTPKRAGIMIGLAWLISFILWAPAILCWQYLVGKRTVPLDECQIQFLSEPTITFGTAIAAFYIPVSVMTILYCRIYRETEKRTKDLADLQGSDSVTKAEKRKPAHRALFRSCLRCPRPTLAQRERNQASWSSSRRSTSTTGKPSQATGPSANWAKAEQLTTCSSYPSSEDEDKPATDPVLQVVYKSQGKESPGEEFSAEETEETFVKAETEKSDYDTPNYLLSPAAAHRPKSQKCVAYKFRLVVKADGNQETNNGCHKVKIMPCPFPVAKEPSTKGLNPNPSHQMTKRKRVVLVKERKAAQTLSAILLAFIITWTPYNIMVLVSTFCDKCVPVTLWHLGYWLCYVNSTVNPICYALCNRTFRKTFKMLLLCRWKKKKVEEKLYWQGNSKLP
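system = human M5 receptor in CHO-K1 cells | reagent = EC20 acetylcholine as agonist stimulus | compound dosing = single-point, 3 µM nominal | incubation = Fluo-8 loading 80 min at 37 °C plus 30 min room temperature | detection = Fluo-8 calcium dye fluorescence, kinetic read | benchmarks = low control EC20 acetylcholine (0%), high control EC100 acetylcholine (100%)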
M1 PAM: human M1 muscarinic receptor positive allosteric modulators, primary screen, CHO-K1 cells, Fluo-8 calcium fluorescence, 1536-well; activation, % at 3 µM; CHO-K1 hM1, ACh EC20; 0% = ACh EC20, 100% = maximal ACh; AID 588819, 2011; hit rate 0.088% among 360,000; in the data active = activation above about 19%, passing the limit was not always enough
CHRM5 antagonist: human M5 muscarinic receptor antagonists, primary screen, CHO cells, Fluo-8 calcium fluorescence. inhibition, % at 3 µM. CHO-hM5 cells, ACh EC80. hit rate 0.59% among 360,000. AID 624040, 2012;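 active = inhibition above a per-plate cutoff, the mean of that plate's test compounds plus 3 SD, cut at about 27% in these data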;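 also: 0% = acetylcholine EC80 with DMSO and 100% = DMSO without agonist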
CRFR2-BP antag: antagonists of CRF-BP/CRF-R2 complex, primary screen, cell-based, HEK293, calcium dye fluorescence, uHTS; AID 588475, 2011; hit rate 0.59% among 350,000; inhibition, % at 11.8 µM; CRF-induced calcium fluorescence;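 active = inhibition of the ligand-induced calcium signal above about 50% at the single tested concentration, limit read from the data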
CHRM5 agonist: human M5 muscarinic receptor agonists, primary screen, CHO-K1 cells, Fluo-8 calcium fluorescence; Muscarinic acetylcholine receptor M5 (Homo sapiens), P08912; CHO-K1 hM5 cells; 0% DMSO wells, 100% maximal acetylcholine response; activation, % at 3 µM; hit rate 0.19% among 360,000;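 active = activation above the run's mean over test compounds plus 3 SD, cut at about 23% in these data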;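 also: signal is peak over basal fluorescence ratio across the kinetic read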
CHRM4 antagonist: human M4 muscarinic receptor antagonists, primary screen, CHO cells, Fluo-8 calcium fluorescence | Muscarinic acetylcholine receptor M4 (Homo sapiens), P08173 | inhibition, % at 3 µM | CHO-hM4 cells, ACh EC80 | hit rate 0.73% among 360,000 | AID 624125, 2012;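 active = inhibition above its plate's cutoff, the mean inhibition of sample wells plus 3 SD, cut at about 27% in these data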;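 also: 0% = acetylcholine EC80 with DMSO and 100% = DMSO without agonist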
Target sequence (P08173 whole entry, looked up): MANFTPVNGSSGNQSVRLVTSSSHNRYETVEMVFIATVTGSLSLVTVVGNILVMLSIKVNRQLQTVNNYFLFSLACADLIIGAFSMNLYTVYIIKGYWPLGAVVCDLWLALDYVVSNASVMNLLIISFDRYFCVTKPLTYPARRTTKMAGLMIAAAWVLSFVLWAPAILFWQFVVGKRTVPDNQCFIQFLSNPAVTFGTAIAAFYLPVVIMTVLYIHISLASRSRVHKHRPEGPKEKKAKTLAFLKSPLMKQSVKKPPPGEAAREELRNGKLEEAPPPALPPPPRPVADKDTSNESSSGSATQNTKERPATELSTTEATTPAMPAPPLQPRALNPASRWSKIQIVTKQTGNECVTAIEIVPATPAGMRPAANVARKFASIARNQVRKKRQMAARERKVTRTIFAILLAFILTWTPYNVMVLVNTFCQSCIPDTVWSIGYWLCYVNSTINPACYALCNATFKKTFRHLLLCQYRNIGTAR
M4 PAM: human M4 muscarinic receptor positive allosteric modulators, primary screen, CHO-K1 cells, Fluo-8 calcium fluorescence; CHO-K1 hM4/Gqi5, ACh EC20; 0% = ACh EC20, 100% = maximal ACh; activation, % at 3 µM; hit rate 0.4% among 360,000; AID 624126, 2012;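 active = activation above its plate's cutoff, the mean activation of sample wells plus 3 SD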; also: some results filed as inactive read as strong as hits
CRFR2-BP ag: agonists of CRF-BP/CRF-R2 complex, primary screen, cell-based, HEK293, calcium dye fluorescence, uHTS; CRF-binding protein / CRF receptor 2 complex (human); calcium dye fluorescence (FLIPR); percent of saturating CRF peptide response; activation, % at 13.2 µM; hit rate 0.46% among 350,000;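 active = activation of at least 50%, plus an integration ratio under a set limit after plate pattern correction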;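 also: plate controls were neutral control wells without compound for no effect and CRF at EC100 for full effect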
CHRM4 agonist: human M4 muscarinic receptor agonists, primary screen, CHO-K1 cells, Fluo-8 calcium fluorescence; AID 624127, 2012; CHO-K1 hM4/Gqi5; vehicle 0%, full acetylcholine response 100%; activation, % at 3 µM; hit rate 0.14% among 360,000; Muscarinic acetylcholine receptor M4 (Homo sapiens), P08173;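 active = activation above the run mean over all test wells plus 3 SD, cut at about 32% in these data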;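 also: peak over basal fluorescence ratio per well then scaled between controls; 0% = DMSO wells and 100% = acetylcholine at EC100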
Active calls of the source: *; x = not tested or not shown.

Values in the order: CHRM5 PAM	M1 PAM	CHRM5 antagonist	CRFR2-BP antag	CHRM5 agonist	CHRM4 antagonist	M4 PAM	CRFR2-BP ag	CHRM4 agonist
Cc1ccnc(Nc2nc(-c3ccc(O)c(O)c3)cs2)c1
  5	14	-8	-31	6	18	3	5.4	2
O=C(Nc1cccc(S(=O)(=O)N2CCCCC2)c1)C1CC1
  -1	7	8	-11	0	-2	6	0.5	3
Cc1ccc(C2(c3ccc(C)cc3)CC2C(=O)NCc2cccnc2)cc1 (stereo not drawn)
  0	1	3	8	-5	-24	8	-0.3	0
CCC1CCCCN1C(=O)c1nn2cccnc2c1Cl (stereo not drawn)
  -1	15	10	-4	-2	1	3	-1.4	0
CC(C)OC(=O)Nc1ccc2c(c1)N(C(=O)N1CCN(C)CC1)c1ccccc1CC2
  -29	-23	46*	-4	-18	28*	-14	0.6	1
CC(=O)c1ccccc1C(=O)N1CCCC(C(=O)c2ccc(C(F)(F)F)cc2)C1 (stereo not drawn)
  -10	-7	9	-2	4	-10	1	0.9	8
COc1ccc(CCNC(=O)C2CCCN(S(=O)(=O)c3cc(C)ccc3OC)C2)cc1OC (stereo not drawn)
  -2	4	8	-1	-4	1	-5	-0.4	3
Cc1cc(=O)c2c(C)ccc(C)c2[nH]1
  -3	12	-6	14	-1	3	-1	-1.6	0
CCC(=O)c1ccc(OCC(=O)OCC(=O)N2CCN(c3ccc(OC)cc3)CC2)cc1
  -4	1	12	-2	5	-6	0	-0.2	2
CC(C)Oc1ccc(Cl)cc1Nc1nc(NCCO)nc(N2CCCC2)n1
  -5	6	14	0	1	5	4	1.5	13

Values in the order: CHRM5 PAM	M1 PAM	CHRM5 antagonist	CRFR2-BP antag	CHRM5 agonist	CHRM4 antagonist	M4 PAM	CRFR2-BP ag	CHRM4 agonist
Cc1occc1C(=O)NC(C)C(C)(C)C (stereo not drawn)
  -3	3	10	0	-1	29*	15	-1.7	2
CN(C)c1ccc(/C=N/NC(=O)c2nnn(-c3nonc3N)c2CN(C)c2ccccc2)cc1
  5	9	-4	-11	-2	-9	0	2.7	3
CCOCC(=O)Nc1ccc(C)c(Cl)c1
  14	7	0	-5	-7	18	0	1.6	12
CNC(=O)c1c(Cl)cnn1-c1ccc(F)cc1
  -8	0	3	29	-5	-3	8	3.3	0
CC1(C)CC(c2csc(N)n2)CCO1 (stereo not drawn)
  2	8	4	7	2	-1	13	-0.1	1
CC(C)(C)c1ccc(C(=O)N/N=C/c2cccc(Cl)c2)cc1
  0	-2	3	0	-1	-5	4	-0.6	0
CN1CC(=O)N(CC(=O)N2N=C(c3ccc(Cl)cc3)CC2c2ccco2)C1=O (stereo not drawn)
  10	-2	-5	10	-7	-36	10	-3.2	-1
FC(F)(F)c1ccc(N2CCOCC2)c(NC2=NCCCCC2)c1
  15	9	-6	21	-10	6	4	-0.9	0
COc1ccc(CNS(=O)(=O)NCc2ccc(C)cc2)cc1
  0	3	-3	-10	-1	-6	11	-0.7	1
Cc1ccc(NC(=O)COC(=O)CCc2ccccc2)c(Cl)c1
  -4	10	8	2	-3	-2	2	-0.1	-1

Next section; the last 2 above are carried over.
Values in the order: CHRM5 PAM	M1 PAM	CHRM5 antagonist	CRFR2-BP antag	CHRM5 agonist	CHRM4 antagonist	M4 PAM	CRFR2-BP ag	CHRM4 agonist
COc1ccc(CNS(=O)(=O)NCc2ccc(C)cc2)cc1
  0	3	-3	-10	-1	-6	11	-0.7	1
Cc1ccc(NC(=O)COC(=O)CCc2ccccc2)c(Cl)c1
  -4	10	8	2	-3	-2	2	-0.1	-1
CSCCCc1cn([C@@H](CO)C(=O)NCCCCCCCCCCC(=O)N2CCNCC2)nn1
  3	-6	10	-4	-5	2	-3	0.1	0
CCC1=C2CC[C@H]3C(=O)N(CC(=O)OC)C(=O)[C@H]3[C@H]2[C@@]2(C)C(=NCC(=O)OC)OC(=O)N2C1=O
  -5	-2	7	12	1	9	2	0.5	0
Cc1ccc(-n2nnnc2CNC(=O)c2ccc(Br)o2)cc1C
  3	3	5	-5	-5	-1	1	-1.6	1
COCCCNC(=O)c1ccccc1-c1cc(C)no1
  11	10	-2	2	-3	-8	8	-1.8	1
Cc1ccc2c(CC(=O)OCc3csc(C)n3)coc2c1
  14	8	-5	7	-13	-5	5	-0.4	0
O=C(O)CCCN1C(=O)C2C3C=CC(C2C1=O)C1C(=O)N(CCCC(=O)O)C(=O)C31 (stereo not drawn)
  -6	8	1	-7	3	1	-2	-0.2	0
OCC1(CC2CCCCO2)CCN(Cc2ccccc2-c2ccco2)CC1 (stereo not drawn)
  2	9	-2	-2	0	-9	2	-1.0	1
O=C(CNC(=O)c1ccc(Br)cc1)NCC(=O)OCc1ccc(Cl)cc1
  5	4	2	5	-4	-2	2	-1.6	0
CC(C)n1cc(CN2CCC(C(=O)Nc3cccc(-c4cscn4)c3)CC2)cn1
  9	4	-16	-2	-2	-1	3	0.8	2
O=C(NCc1ccccc1)C1c2ccccc2OCC(=O)N1CC(F)(F)F (stereo not drawn)
  3	x	-8	x	1	-9	4	x	1

Values in the order: CHRM5 PAM	M1 PAM	CHRM5 antagonist	CRFR2-BP antag	CHRM5 agonist	CHRM4 antagonist	M4 PAM	CRFR2-BP ag	CHRM4 agonist
FC(F)(F)C12CC(c3ccccc3)=NCCN1CCN2 (stereo not drawn)
  5	8	-4	-19	-5	-2	6	2.9	1
CS(=O)(=O)N(CC(N)=O)c1ccc2c(c1)OCO2
  2	7	2	-1	-1	18	6	-0.2	1
CN1CCN(S(=O)(=O)c2ccc(NC(=O)c3ccc([N+](=O)[O-])cc3)cc2)CC1
  10	11	8	0	-3	-10	-10	1.0	3
COCCNc1nc2c(c(=O)n(C)c(=O)n2C)n1Cc1cccc(C)c1
  0	3	7	-15	-2	-1	1	-0.7	1
O=S(=O)(c1ccc(F)cc1)N1CCN(c2nc(-c3ccc(F)cc3)cs2)CC1
  -2	8	10	14	1	-2	-3	0.1	3
Cc1csc(NC(=O)c2cc(C)on2)n1
  -5	9	0	4	2	-12	6	-0.6	0
CCOC(=O)c1ccc(NC(=O)N2CCN(S(C)(=O)=O)CC2)cc1
  10	10	-15	0	2	-8	6	-1.0	1
Cc1ccccc1CNC(=O)c1ccc(CSCc2ccccc2)cc1
  -14	-3	9	12	-6	-5	-8	2.8	0
CCOC(=O)C1CCN(Cc2ccc(O)c(OC)c2)CC1
  1	12	-7	34	0	8	-3	-0.1	1
CC(NCCOc1ccccc1F)C(=O)Nc1ccc(S(N)(=O)=O)cc1 (stereo not drawn)
  -4	-3	2	14	2	11	0	0.6	3

Values in the order: CHRM5 PAM	M1 PAM	CHRM5 antagonist	CRFR2-BP antag	CHRM5 agonist	CHRM4 antagonist	M4 PAM	CRFR2-BP ag	CHRM4 agonist
COc1cc([N+](=O)[O-])ccc1-c1ccc(C(=O)Nc2ccc(NC(C)=O)cc2)o1
  -4	10	-3	22	-1	-6	5	0.2	1
Cc1cc(OCC(=O)Nc2ccccc2N2CCOCC2)c(C(C)C)cc1Cl
  2	12	3	-3	4	-19	7	3.1	0
COc1ccccc1-n1c(C)nnc1SCC(=O)NCc1ccccc1
  -3	1	2	4	3	-7	-4	-0.6	1
O=C(NCC12CC3CC(CC(C3)C1)C2)c1nn2cccnc2c1Cl
  0	5	-4	-46	6	-9	-3	-1.6	0
CC1CCN(C(=O)C2CCCN(c3ncnc4c3nc3n4CCCCC3)C2)CC1 (stereo not drawn)
  1	-1	-15	-11	2	-11	-2	0.2	3
CN(C)S(=O)(=O)c1ccc(/C(O)=C2/C(=O)C(=O)N(Cc3cccnc3)C2c2ccco2)cc1 (stereo not drawn)
  0	5	0	33	1	7	-1	-0.6	1
O=C1Nc2ccc(Br)cc2/C1=C/C(=O)c1ccc2c(c1)OCO2
  4	8	22	-5	34*	47*	-29	6.1	5
CC(=O)Nc1nn(C)c2nc3cc(C)ccc3cc12
  4	0	-6	4	-2	-6	4	-0.1	1
Cc1cc(=O)n(-c2ccc(C(=O)O)cc2)[nH]1
  1	4	9	-4	2	-2	2	-0.8	1
COc1cc(-c2nc(N)n[nH]2)cc(OC)c1OC
  5	1	1	17	-8	3	2	-0.1	1

Values in the order: CHRM5 PAM	M1 PAM	CHRM5 antagonist	CRFR2-BP antag	CHRM5 agonist	CHRM4 antagonist	M4 PAM	CRFR2-BP ag	CHRM4 agonist
O=C(C1CCCN(S(=O)(=O)c2ccc(F)cc2)C1)N1CCCCCC1 (stereo not drawn)
  -7	-2	13	-3	-2	4	-5	-0.2	2
COc1ccc(-c2nnn(CC(=O)N3CCOCC3)n2)cc1
  -5	5	-1	-14	-1	4	9	-1.2	1
Oc1cccc(-c2nc3ccc4ccccc4c3c3c2CCC3)c1
  -7	2	-1	5	-3	-1	8	0.4	-1
Cc1ccc(CNC(=O)CN2C(=O)c3ccccc3S2(=O)=O)cc1
  2	6	6	2	-2	-12	-3	-0.1	1
COCc1cc(=O)[nH]c2cc(NC(=O)c3cccc(OC)c3)c(C)cc12
  -6	9	9	10	0	-5	0	-5.2	10
O=C(CNC(=O)c1cccc(Cl)c1)N/N=C/c1cccnc1
  6	2	-14	-2	-5	-19	6	-0.6	2
O=C(NC(=S)Nc1nc2c(s1)CCCC2)c1ccccc1
  3	1	1	-76	0	-5	8	22	1
CCc1nc2ccc(C(=O)N(C)CCN(C)C)cn2c1N(CC)C(=O)NCCc1ccccc1
  -1	-2	-5	x	1	-1	-4	x	0
C[C@@H]1CN(Cc2nc(-c3cccs3)no2)C[C@H](C)O1
  -10	10	11	-3	-1	27*	4	1.2	1
COc1ccc2oc(C(=O)C3CC3)c(N)c2c1
  2	1	9	22	-1	8	-6	-3.4	0

Values in the order: CHRM5 PAM	M1 PAM	CHRM5 antagonist	CRFR2-BP antag	CHRM5 agonist	CHRM4 antagonist	M4 PAM	CRFR2-BP ag	CHRM4 agonist
C[C@H]1CN([C@@H](C)CO)S(=O)(=O)c2ccc(Br)cc2O[C@H]1CN(C)C(=O)NC1CCCCC1
  0	8	-6	3	1	-21	0	-0.1	4
COCC(C)n1c(C)cc(C(=O)COC(=O)C2=NN(c3ccccc3)C(=O)CC2)c1C (stereo not drawn)
  -1	3	11	x	2	6	0	x	1
CCn1cc(/C=C(\NC(=O)c2ccccc2)C(=O)NCCCn2ccnc2)c2ccccc21
  0	10	11	14	-2	-11	1	0.0	1
CCOc1ccc(N(C(C)C(=O)Nc2ccc(OC)cc2)S(C)(=O)=O)cc1 (stereo not drawn)
  0	-1	0	-1	0	-9	-1	0.7	1
Nn1c(SCC(=O)NC(=O)NCc2ccco2)nnc1-c1ccc(OC(F)F)cc1
  2	8	2	5	-3	-9	6	0.6	0
COc1ccc(OCCCN(C)Cc2ccccc2)cc1
  0	1	4	-10	-7	-16	-2	-2.9	0
Cc1ccc(NC(=O)c2nnn(-c3cc(C)cc(C)c3)c2N)cc1
  -9	0	3	-9	-1	-3	-1	-0.5	2
CN(Cc1ccco1)Cc1ccc(O)c2ncccc12
  6	18	-8	-1	0	-6	9	-3.3	1
O=C1NC(=O)/C(=C/c2ccc(-c3cc(C(=O)O)ccc3Cl)o2)S1
  -3	6	12	-7	4	1	1	-0.1	1
